# SR-BI HDL uptake = inhibitors of SR-BI mediated HDL lipid uptake, primary screen, ldlA[mSR-BI] cells, fluorescence, single point | Scavenger receptor class B member 1 (Mus musculus), Q61009 | ldlA[mSR-BI] CHO cells, DiI-HDL uptake fluorescence, 3 h | 320,000 compounds, 0.96% hits | inhibition, % at 12.5 µM | AID 488896, 2010;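 active = mean replicate inhibition of at least 70% and a set share of replicates each scoring 70 or more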;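 also: 0% = median of neutral control wells and 100% = median of positive control wells; values of inactives mirror those of a sister screen read the other way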
# Target sequence (Q61009 whole entry, looked up): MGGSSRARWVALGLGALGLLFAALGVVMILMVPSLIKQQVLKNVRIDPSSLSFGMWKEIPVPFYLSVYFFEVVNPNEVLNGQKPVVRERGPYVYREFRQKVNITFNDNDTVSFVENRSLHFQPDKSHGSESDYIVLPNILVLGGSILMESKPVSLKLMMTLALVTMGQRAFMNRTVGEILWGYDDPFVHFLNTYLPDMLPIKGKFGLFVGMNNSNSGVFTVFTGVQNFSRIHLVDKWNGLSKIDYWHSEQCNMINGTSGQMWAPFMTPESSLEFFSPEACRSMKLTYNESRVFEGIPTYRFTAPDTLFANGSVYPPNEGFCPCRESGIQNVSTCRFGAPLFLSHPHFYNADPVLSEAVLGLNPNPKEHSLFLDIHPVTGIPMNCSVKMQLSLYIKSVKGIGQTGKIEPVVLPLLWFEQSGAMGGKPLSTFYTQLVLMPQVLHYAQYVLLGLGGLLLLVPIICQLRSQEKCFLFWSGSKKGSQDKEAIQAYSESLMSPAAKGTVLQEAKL
# CDK5 p35 inh = inhibitors of human CDK5/p35 kinase, primary screen, biochemical, single concentration; Recombinant CDK5/p35, ADP-Glo luminescence, 60 min; 330,000 compounds, 0.01% hits; inhibition, % at 10 µM; Cyclin-dependent kinase 5 (Homo sapiens) + Cyclin-dependent kinase 5 activator 1 (Homo …;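 active = highest replicate inhibition of at least 50% and at least 75% of replicates reaching 50%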;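 also: plate controls were DMSO neutral control for no effect and GW8510 at 10 µM for full effect; many of its hits are not listed in these tables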
# PKA-R2B act = activators of PKA-R2B holoenzyme, primary screen, biochemical, fluorescence polarization, Cy5-IP20, human | cAMP-dependent protein kinase catalytic subunit beta (Homo sapiens) + cAMP-dependent … | PKA-R2B holoenzyme dissociation; R2B truncated from residue 108, S112A mutant; 0% DMSO only, 100% 113 µM cGMP | activation, % at 11.4 µM | 340,000 compounds, 0.079% hits | AID 504700, 2011;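 active = activation above a cutoff set at the mean over all compounds plus 3 SD, cut at about 18% in these data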;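 also: higher means more holoenzyme dissociation and a rise in polarization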
# Mot1-301 SUMO = yeast Mot1-301 growth rescue at high temperature, primary screen, SUMOylation pathway inhibitor project, S. cerevisiae, ATP luminescence, 38.5C; growth rescue, % at 18.8 µM; 320,000 compounds, 1% hits; S. cerevisiae Mot1-301 growth rescue; percent above DMSO median, 100 means doubled;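 active = every valid replicate shows activation above 250% relative to neutral control wells; inactive = the rest, any valid replicate at or below 250%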;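 also: OY570 slx delta 5 strain wells were the positive control but not used for scaling; some compounds called inactive have numbers as strong as hits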
# NSD2 inh = NSD2 histone methyltransferase inhibitors, primary screen, biochemical, AlphaScreen, single concentration, set 2 | NSD2 peptide methylation, 120 min | inhibition, % at 12.5 µM | 310,000 compounds, 0.54% hits; in the data active = inhibition above about 50%
# PKA-R1A act = activators of PKA-R1A holoenzyme, primary screen, biochemical, fluorescence polarization, Cy5-IP20, bovine R1A, mouse PKAc. PKA-R1A dissociation; scaled: DMSO 0%, 113 µM cGMP 100%. activation, % at 11.4 µM. 340,000 compounds, 0.083% hits;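 active = percent activation above the mean of all tested compounds plus 3 SD, cut at about 19% in these data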;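 also: higher means more PKAc released from R1A so a rise in polarization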
# MITF TRPM1 HTS = activators of MITF-driven TRPM1 promoter reporter, primary screen, cell-based, SK-MEL-5, luciferase, single point; SK-MEL-5 TRPM1-promoter luciferase, 24 h; % of positive control, neutral wells = 0; activation, % at 12.5 µM; 300,000 compounds, 0.75% hits;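 active = mean activation of at least 80% with every replicate also reaching 80%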;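 also: 0% = neutral control wells and 100% = parthenolide positive control wells; values of inactives mirror those of a sister screen read the other way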
# dFosB activator = activators of delta FosB homodimer, primary screen, biochemical, fluorescence polarization, TAMRA-CDK5 oligo, single point. activation, % at 25 µM. Protein FosB (Mus musculus), P13346. purified delta FosB; percent of positive-control signal above neutral wells. 340,000 compounds, 0.99% hits;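 active = mean activation above about 17%, with every replicate also reaching it, limit read from the data, passing the limit was not always enough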;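 also: fluorescence polarization rise as delta FosB binds a TAMRA Cdk5 AP-1 oligo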
# Target sequence (P13346 whole entry, looked up): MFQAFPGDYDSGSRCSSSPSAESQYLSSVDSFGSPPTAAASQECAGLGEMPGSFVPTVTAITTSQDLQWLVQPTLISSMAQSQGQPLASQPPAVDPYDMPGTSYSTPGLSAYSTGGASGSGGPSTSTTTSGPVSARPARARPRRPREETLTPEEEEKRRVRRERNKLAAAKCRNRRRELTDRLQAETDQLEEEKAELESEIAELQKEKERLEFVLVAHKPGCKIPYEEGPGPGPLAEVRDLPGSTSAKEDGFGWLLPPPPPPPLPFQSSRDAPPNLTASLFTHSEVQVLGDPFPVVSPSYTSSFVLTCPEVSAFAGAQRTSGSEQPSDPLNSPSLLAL
# Pemphigus Ab inh = inhibitors of pemphigus antibody binding to DSG3, primary screen, biochemical, bead-based, flow cytometry, scFv-GFP; Desmoglein-3 (Homo sapiens), P32926; AID 588358, 2011; DSG3-coupled beads, scFv-anti-DSG3-GFP binding; hits give low values; 310,000 compounds, 0.48% hits; binding (percent of control), % at 10 µM;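 active = binding more than 3 SD below its plate's average and above zero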;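 also: hits lower antibody fragment binding to DSG3; some compounds called inactive have numbers as strong as hits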
# SR-BI uptake up = activators of SR-BI mediated DiI-HDL uptake, primary screen, ldlA[mSR-BI] CHO cells, DiI fluorescence. 320,000 compounds, 0.096% hits. 3 h; 100 = double the neutral-control signal. AID 504775, 2011. activation, % at 12.5 µM;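 active = mean replicate activation of at least 60% and every replicate at or above 60%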;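 also: 0% = median plate neutral-control signal and 100% = twice that signal; values of inactives mirror those of a sister screen read the other way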
#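 Material: SR-BI-overexpressing, LDLR-lacking CHO cells; schedule: compound exposure 3 h, 37 °C; reagent: DiI-labelled HDL at 10 µg/mL final; technique: bottom-read fluorescence, 550/595 nm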
# Arrestin-AP2 inh = inhibitors of beta-arrestin/AP2 binding, primary screen, biochemical, GPCR trafficking, flow cytometry; FITC-arrestin peptide / GST-AP2 beads; AP2 beta2 appendage carries R879A mutation; inhibition, % at 10 µM; 340,000 compounds, 0.31% hits; AID 504490, 2011;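 active = inhibition above a set limit, near 3 SD of compounds lacking own fluorescence, cut at about 54% in these data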;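 also: plate controls were DMSO wells for no effect and 5 µM unlabelled arrestin peptide for full effect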
#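 test system = AP2 appendage R879A on GSH beads | buffer or medium = PBS plus Tween 20 (0.05%) and BSA (0.1%) | incubation = 12 min plus 1 h, RT | detection = bead flow cytometry, FITC channel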
# Numbers without * were called inactive; . = not tested or not shown.
Mot1-301 SUMO,SR-BI HDL uptake,SR-BI uptake up,PKA-R1A act,NSD2 inh,CDK5 p35 inh,MITF TRPM1 HTS,Arrestin-AP2 inh,Pemphigus Ab inh,PKA-R2B act,dFosB activator,mol
9,-3,3,-7,-2,-0.8,19,22,99,-5,2,CCOC(=O)c1ccc(NC(=O)Cn2nnc(-c3ccc(C)cc3)n2)cc1
-2,9,-9,-8,14,1.3,.,15,109,-2,-15,CSc1nc(SCCN(C)C)c2c3c(sc2n1)COC(C)(C)C3
-8,-5,5,-11,0,5.0,-22,2,108,-12,-3,Cc1nc(Nc2nc3ccccc3o2)nc2c1CCC2
-9,18,-18,3,0,2.7,-9,5,128,1,-7,CCOc1cc(/C=N\NC(=O)C2C(=O)NCC2c2ccccc2)ccc1OC (centres undefined)
-7,-19,19,-8,1,-0.7,-11,-12,.,1,-3,COc1ccc(-c2nnc(SCC(=O)NCc3cccs3)n2C(C)C)cc1
11,-21,21,0,20,-1.6,-1,27,.,0,3,CC(=O)c1cccc(NC(=O)NNC(=O)c2ccc(-c3ccccc3)cc2)c1
3,4,-4,2,.,0.9,-27,7,97,-4,0,CC(C)(C)OC(=O)NCc1ccc(NC(=O)c2nc[nH]c2C(=O)NCCCNC(=O)c2[nH]cnc2C(=O)Nc2ccc(CNC(=O)OC(C)(C)C)cc2)cc1
1,37,-37,-1,5,-1.6,2,6,126,-1,12,C/C(=N\NC(=O)c1nnn(-c2nonc2N)c1-c1cccs1)c1ccc(O)cc1
29,12,-12,-20,3,0.6,22,32,114,5,0,NS(=O)(=O)c1ccc(NC(=S)NC(=O)c2ccc(Br)o2)cc1
.,-30,30,-2,.,-1.6,-6,-5,103,-3,0,CCCCN(CC)CCCNC(=O)Cn1nc(Cc2ccncc2)c2ccccc2c1=O
-34,7,-7,0,-2,1.9,-1,5,98,-4,1,COc1ccc(CCNc2nc3ccc(C)cc3n3cnnc23)cc1OC
-14,.,.,-12,12,-0.7,3,18,122,-5,-1,CCOP(=O)(OCC)C(NC(=O)NS(=O)(=O)c1ccc(C)cc1)c1ccccc1 (centres undefined)
-6,23,-23,-13,17,-1.5,-7,1,97,3,-12,Cc1ccc2nsnc2c1S(=O)(=O)NCCc1c(C)[nH]c2ccc(F)cc12
-12,-20,20,-3,.,0.3,-1,.,100,12,-6,Cc1noc(C)c1NC(=O)N(C)C[C@@H]1Oc2ccc(NC(=O)CCC(F)(F)F)cc2CC(=O)N([C@@H](C)CO)C[C@@H]1C
0,-5,5,-11,-1,0.7,5,-16,98,-4,-1,Cc1cccnc1NC(=O)CCC(=O)c1cccs1
-9,13,-13,-8,-2,0.2,-7,0,98,-12,-3,Cc1ccc2c(c1)/C(=N/OC(=O)c1ccc(F)cc1)CCS2
-31,87*,-87,-12,.,-1.1,1,-1,104,-13,-9,COC(=O)/C=C/c1ccc2c(c1)S(=O)(=O)N(c1cccc(OC)c1)[C@H]2CC(=O)OC
-15,-7,7,-1,9,0.1,10,2,103,-6,-5,COc1ccc(C(=O)CSc2n[nH]c(-c3ccco3)n2)cc1
35,15,-15,0,.,0.6,0,-10,98,0,-4,S=C(Nc1ccccc1)NC1CCN(Cc2ccccc2)CC1
1,-1,1,4,-1,-1.2,-3,-1,98,5,6,CC1CCCCC1NC(=O)CN(C)S(=O)(=O)c1ccc2c(c1)CCC(=O)N2 (centres undefined)
1,-10,10,-7,6,-1.1,13,23,104,4,-2,O=C(NCCN1CCCCC1)c1cc2ccccc2[nH]1
2,-26,26,-2,1,-1.2,-10,7,89,0,-2,CSC1=N/C(=C\c2ccc(C)s2)C(=O)S1
6,.,.,-3,5,-2.2,-7,29,.,0,-9,Cc1ccc(CNC(=O)C2CCN(S(=O)(=O)c3ccc(Br)s3)CC2)cc1
-14,-3,3,4,4,0.9,52,10,101,12,6,CCCCSc1nc2ccccc2[nH]1
95,-26,26,-15,-3,0.2,-7,3,.,-5,-7,CCOC(=O)N1C(=O)C2(CCCCC2)N(c2ccccc2Cl)C1=S
2,-18,18,-7,-3,-1.2,-1,-5,92,-4,-7,O=S(=O)(Nc1ccc(S(=O)(=O)Nc2ncccn2)cc1)c1ccc(Cl)cc1
6,-9,9,1,-1,1.5,-4,0,110,-9,-1,O=C(CSc1nnnn1-c1ccc(C(=O)O)cc1)NC1CCCCC1
-5,12,-12,-9,.,1.4,-10,5,106,-7,-5,COC(=O)C(C(C)=O)C1=C/C(=N\S(=O)(=O)c2ccc(C)cc2)c2ccccc2C1=O (centres undefined)
544*,24,-24,-5,-2,0.3,.,26,98,12,0,CCCN1C(=O)c2ccc(C(=O)Nc3nccs3)cc2C1=O
159,-23,23,-13,0,0.7,0,-20,79,-5,7,COC(=O)c1ccccc1N=C(SC)N(C)C
-8,25,-25,-2,3,-1.5,7,33,96,2,-3,CCn1c(SCC(=O)NCc2ccco2)nnc1-c1c[nH]c2ccccc12
7,-13,13,-20,-5,1.6,-11,21,98,-8,-6,COc1ccccc1CNC(=O)COC(=O)Cn1cnc2ccccc21
.,-5,5,8,3,-0.5,30,0,103,1,-2,CCC(=O)n1nc(-c2ccco2)nc1SCc1ccccc1
366,-10,10,5,-2,0.9,4,-4,98,5,6,NC(=O)CN1C(=O)C(=O)N(Cc2cccc(C(F)(F)F)c2)C1=O
-7,-25,25,21*,0,-1.0,-1,24,99,-4,-1,CC(NC(=O)NCCCn1ccnc1)(C(F)(F)F)C(F)(F)F
.,-9,9,-8,.,-0.6,-5,5,97,3,-1,Cc1ccc(C(=O)Nc2cc(=O)n(C)c(=O)n2C)cc1C
-6,.,.,-8,.,-1.3,1,3,116,-5,-3,CC(C)(C)n1nnnc1CN1CCN(C2CCCC2)CC1
12,76*,-76,8,.,-0.2,-10,10,107,12,7,Cn1c(C(=O)N2CCN(Cc3ccc4c(c3)OCO4)CC2)cc2c(=O)n(C)c3ccccc3c21
4,-17,17,3,-1,-2.8,11,-13,97,-10,-3,CN(Cc1nc(Cc2cccc(F)c2)no1)CC1COCCO1 (centres undefined)
-1,-19,19,8,3,-0.3,-6,46,107,3,-6,O=C(Nc1ccnn1C1CCN(Cc2ccccc2F)CC1)C1CCCC1

# Shown with two lines to a compound: 2 of the compounds above
# Screens in order – Mot1-301 SUMO | SR-BI HDL uptake | SR-BI uptake up | PKA-R1A act | NSD2 inh | CDK5 p35 inh | MITF TRPM1 HTS | Arrestin-AP2 inh | Pemphigus Ab inh | PKA-R2B act | dFosB activator
Cc1ccc(CNC(=O)C2CCN(S(=O)(=O)c3ccc(Br)s3)CC2)cc1
→ 6 | . | . | -3 | 5 | -2.2 | -7 | 29 | . | 0 | -9
COc1ccccc1CNC(=O)COC(=O)Cn1cnc2ccccc21
→ 7 | -13 | 13 | -20 | -5 | 1.6 | -11 | 21 | 98 | -8 | -6

# Carrying on:
Mot1-301 SUMO,SR-BI HDL uptake,SR-BI uptake up,PKA-R1A act,NSD2 inh,CDK5 p35 inh,MITF TRPM1 HTS,Arrestin-AP2 inh,Pemphigus Ab inh,PKA-R2B act,dFosB activator,mol
-3,-3,3,-6,-4,0.6,-13,7,101,-4,-2,CC(C(=O)Nc1ccccc1)c1ccc(-c2ccccc2)c(F)c1 (centres undefined)
-9,-18,18,-9,-7,-0.5,35,37,102,8,-15,O=C(N/N=C1\CCc2ccccc21)c1ccc(O)cc1
.,-6,6,-14,1,-0.7,-3,-13,104,-5,-8,CCc1ccccc1Nc1nc(N)nc(COC(=O)C2CCN(C(=O)c3ccc(F)cc3)CC2)n1
.,3,-3,-5,.,0.7,4,-5,99,-5,9,O=C(NCc1ccccc1)c1ccc(NC(=O)C2CCCC2)cc1
-4,11,-11,-1,-7,2.2,-3,-3,101,0,3,Cc1ccc(N2C(=O)N(CC(=O)N3CCCc4ccccc43)C(=O)C2C)cc1 (centres undefined)
26,-4,4,-2,3,0.2,7,-13,.,-11,-4,O=C(c1cccs1)N1CCCC(N2CCN(c3ccc(F)cc3)CC2)C1 (centres undefined)
17,11,-11,-25,-1,-2.1,4,-2,100,-2,-7,Cn1c(Cl)c(/C=N/OC(=O)C(C)(C)C)c2ccccc21
7,6,-6,-3,-27,-0.4,12,-1,105,1,-10,CCOc1ccc(NC(=O)Nc2nc3ccc(S(C)(=O)=O)cc3s2)cc1
-10,-6,6,-7,3,-1.6,8,6,95,6,2,CC(C)NC(=O)C1CCN(C2CCN(C(=O)C3=CCCC3)CC2)CC1
4,.,.,8,-3,0.6,1,39,115,12,-5,Cc1ccc(S(=O)(=O)N(C)CC(=O)N2CCN(Cc3ccc4c(c3)OCO4)CC2)cc1
-4,24,-24,5,3,0.7,3,7,99,1,-19,COC(=O)Nc1sc2c(c1C(=O)NCc1ccco1)CCCC2
-5,-11,11,2,-1,0.1,.,12,96,-1,-8,O=S(Cc1ccc(Cl)cc1)CC(O)(c1ccccc1)c1ccccc1 (centres undefined)
.,2,-2,4,2,0.6,0,22,113,5,8,Nc1ccc(Cc2ccc([N+](=O)[O-])cc2)cc1
.,3,-3,-2,-2,2.3,12,7,134,-3,-7,O=C(CC(O)(CC(=O)OCc1ccccc1)C(=O)OCc1ccccc1)OCc1ccccc1
22,-28,28,-7,-3,-1.4,11,6,99,0,-12,O=C(CCN1C(=O)c2ccccc2C1=O)Nc1ccc(F)cc1
19,-6,6,.,-1,1.3,.,-3,95,.,-2,Cc1ccc(NC(=S)N(C)C)cc1C
.,5,-5,5,-1,0.7,.,18,99,2,-3,CN(C)c1ccnc(NCc2ccccc2)c1C#N
-12,16,-16,5,2,-6.5,.,2,124,6,-8,COc1ccc(CN2CCC(C(=O)c3ccc(Cl)cc3)CC2)cc1

# Source: PubChem
